# Tat transport: E. coli Tat transport inhibition; AID 488895; E. coli MC4100 TorA-mCherry Tat export, fluorescence; actives 0.036% (n = 340,000); inhibition, % at 10 µM;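 active means mean replicate inhibition at least 50% and at least half of replicates individually reaching 50%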;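 further: exported cargo escapes ClpAP degradation while cytoplasmic cargo is degraded and loses fluorescence; 0% = median of neutral control wells and 100% = median of NaSCN control wells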
# MOR-DOR ag: OPRM1-OPRD1 heterodimerization agonism | cells, luminescence | AID 504326 | actives 0.3% (n = 340,000) | P35372+P41143 | activation, % at 9.3 µM; in the data active means activation above about 18%;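 further: 0% = vehicle-treated cells and 100% = reference agonist; values of inactives mirror those of a sister screen read the other way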
# Target sequence (P35372 whole entry, looked up): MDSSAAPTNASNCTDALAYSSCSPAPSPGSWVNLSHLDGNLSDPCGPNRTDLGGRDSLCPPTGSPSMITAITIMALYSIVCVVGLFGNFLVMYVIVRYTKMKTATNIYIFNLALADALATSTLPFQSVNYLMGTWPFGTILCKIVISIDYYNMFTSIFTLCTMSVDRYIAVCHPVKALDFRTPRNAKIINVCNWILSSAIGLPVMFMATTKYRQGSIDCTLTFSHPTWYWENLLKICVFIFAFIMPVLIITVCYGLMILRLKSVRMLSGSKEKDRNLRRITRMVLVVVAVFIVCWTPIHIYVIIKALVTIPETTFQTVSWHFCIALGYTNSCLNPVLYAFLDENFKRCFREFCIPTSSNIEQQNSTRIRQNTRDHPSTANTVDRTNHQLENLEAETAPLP
# Target sequence (P41143 whole entry, looked up): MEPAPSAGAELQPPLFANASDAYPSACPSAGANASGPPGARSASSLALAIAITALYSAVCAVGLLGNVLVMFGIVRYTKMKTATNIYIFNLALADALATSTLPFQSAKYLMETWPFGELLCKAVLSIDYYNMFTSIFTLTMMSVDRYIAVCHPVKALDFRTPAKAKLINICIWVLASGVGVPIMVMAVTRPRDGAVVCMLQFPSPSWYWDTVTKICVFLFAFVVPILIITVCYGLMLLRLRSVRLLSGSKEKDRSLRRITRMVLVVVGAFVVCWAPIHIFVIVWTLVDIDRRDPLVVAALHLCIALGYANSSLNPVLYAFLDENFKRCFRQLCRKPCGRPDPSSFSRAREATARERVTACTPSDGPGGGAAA
# phage Ecoli inh: E. coli growth loss with phage present; growth absorbance; inhibition, % at 11.9 µM; actives 0.26% (n = 360,000); AID 651602; in the data active means inhibition above about 11%
# PfHsp90 set2: inhibits growth of yeast expressing Plasmodium falciparum Hsp90; S. cerevisiae expressing PfHsp90, BacTiter-Glo ATP, 48 h; yeast lacking PDR1 and PDR3 efflux regulators; inhibition, % at 9.4 µM; actives 0.32% (n = 310,000); AID 504621;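 active means every replicate shows inhibition above about 80%, whatever the replicate mean, limit read from the data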;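 further: 0% = DMSO neutral controls and 100% = 20 µM radicicol positive controls; yeast relying on Plasmodium falciparum Hsp90 in place of its own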
# MOR-DOR inv ag: inverse agonist of human OPRM1-OPRD1 heterodimerization | P35372+P41143 | cell-based MOR-DOR heterodimer luminescence, inverse agonism | inhibition, % at 9.3 µM | actives 0.21% (n = 340,000) | AID 504357; in the data active means inhibition above about 22%, passing the limit was not always enough;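 further: 0% = cells with DMSO and 100% = wells without cells with DMSO; values of inactives mirror those of a sister screen read the other way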
# PKA-R1A act: activators of PKA-R1A complex; P00514+P68181; actives 0.083% (n = 340,000); activation, % at 11.4 µM; PKA-R1A dissociation, Cy5-IP20 fluorescence polarization; scaled: DMSO 0%, 113 µM cGMP 100%;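 active means percent activation above the mean of all tested compounds plus 3 SD, cut at about 19% in these data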;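 further: higher means more PKAc released from R1A so a rise in polarization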
# E coli growth: counter-screen for AddAB inhibitors: E. coli growth inhibition. inhibition, % at 11.9 µM. actives 0.27% (n = 330,000). E. coli V3065 growth, OD600 absorbance, 18 h;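 active means inhibition above the campaign's mean inhibition across all tested compounds plus 3 SD, cut at about 9.9% in these data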;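 further: uninfected addAB+ strain grown without phage in ampicillin broth; 0% = DMSO wells and 100% = ciprofloxacin 0.95 µg/ml wells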
# HTR5A inv ag: inverse agonist of human HTR5A in OPRM1-OPRD1 counter-screen. P47898. HTR5A cell line, luminescence, inverse agonism. inhibition, % at 9.3 µM. actives 0.083% (n = 340,000). AID 504634; in the data active means inhibition mostly above about 23%, no sharp cut-off; inactive means mostly below about 18%;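 further: 0% = cells with DMSO and 100% = no-cell wells with DMSO; some compounds called inactive have numbers as strong as hits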
# AddAB inh: less growth of phage-infected E. coli with AddAB; E. coli expressing H. pylori AddAB, absorbance growth; inhibition, % at 11.9 µM; actives 0.29% (n = 330,000); AID 435030; in the data active means inhibition above about 12%;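 further: 0% = vehicle wells of infected cells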
# PKA-R2B activ: activates the human PKA-R2B holoenzyme complex. P22694+P31323. PKA-R2B holoenzyme dissociation, Cy5-IP20 fluorescence polarization; R2B truncated from residue 108, S112A mutant; 0% DMSO only, 100% 113 µM cGMP. activation, % at 11.4 µM. actives 0.079% (n = 340,000). AID 504700;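 active means activation above a cutoff set at the mean over all compounds plus 3 SD, cut at about 18% in these data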;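 further: higher means more holoenzyme dissociation and a rise in polarization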
# Mot1-301 SUMO: inhibitors of SUMOylation pathway: yeast Mot1-301 growth rescue | AID 2716 | S. cerevisiae Mot1-301 growth rescue, ATP luminescence, 38.5C; percent above DMSO median, 100 means doubled | actives 1% (n = 320,000) | growth rescue, % at 18.8 µM;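 active means every valid replicate shows activation above 250% relative to neutral control wells; inactive means the rest, any valid replicate at or below 250%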;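 further: OY570 slx delta 5 strain wells were the positive control but not used for scaling; some compounds called inactive have numbers as strong as hits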
# * marks the source's active call; other numbers are inactive results; / = not tested or not shown; + = active, no number.
SMILES,Tat transport,MOR-DOR ag,phage Ecoli inh,PfHsp90 set2,MOR-DOR inv ag,PKA-R1A act,E coli growth,HTR5A inv ag,AddAB inh,PKA-R2B activ,Mot1-301 SUMO
CC(=O)C1C(=O)C=C(c2cccs2)CC1c1ccccc1 (stereo not drawn),4,/,5.4,-13,/,/,-1.4,/,1.1,/,-14
C/C(=N/NS(=O)(=O)c1cccc([N+](=O)[O-])c1)c1ccc2c(c1)OCO2,3,-1.5,0.6,-10,8,-15,/,-5,/,-3,2
Cc1cccc(NC(=O)C(CCC(N)=O)NC(=O)OCc2ccccc2)c1 (stereo not drawn),6,-1.7,0.7,-21,11,4,1.9,-16,2.5,3,14
O=C1C(NS(=O)(=O)c2ccc(Cl)cc2)=C(N2CCCCC2)C(=O)c2ccccc21,8,14,4.2,-55,-71,5,2.4,7,1.5,-9,-12
C(=C\c1ccccc1)/CSc1nnc(-c2ccccn2)n1Cc1ccco1,3,-2.3,0.7,3,13,8,0.9,3,-0.1,4,3
C#CCOC(=O)C(NC(=O)c1ccccc1)=C1CCCCC1,-1,-2.9,-1.9,/,13,4,-2.1,-2,4.2,3,0
COc1ccc(CCNC(=O)Cn2nnc(-c3ccccc3F)n2)cc1OC,-7,1.7,2.4,-8,-11,-14,-0.5,21,1.1,-3,7
COc1ccc(S(=O)(=O)NCc2cccnc2)cc1,-11,-2.5,1.4,1,11,10,-2.8,-14,1.3,0,8
CC(=O)c1c(NC(=O)C(C)C)nc(C)nc1-c1ccccc1,-1,0.1,0.6,-27,-1,6,1.0,-5,2.5,5,-21
CSc1ccc(NC(=O)NCCCN2CCN(c3ccccc3F)CC2)cc1,-1,0.6,/,2,-3,-9,0.0,-16,1.8,-11,-5
C=CCC[C@H](Cc1ccc(F)cc1)C(=O)OC[C@H](C)NC(=O)[C@H](CC=C)CC(=O)N(CCO)Cc1ccccc1,23,2.2,1.4,-15,-13,2,-1.4,8,-2.4,-5,-8
Cn1c(SCC(=O)Nc2cccc(F)c2)nnc1-c1cc2ccccc2o1,10,-3.0,1.4,20,13,0,-1.4,-10,2.6,9,-2
CC(C)(C)OC(=O)C[C@@H]1C/C=C\C[C@@H](CC(=O)NCCO)C(=O)NCCOC1=O,-6,2.3,2.1,-14,-13,-1,0.3,-5,1.6,2,-16
Cc1ccc(OCc2nc(-c3ccccn3)no2)cc1,1,-0.8,5.0,16,4,4,-0.6,-1,3.0,-4,-1
O=P(Cc1ccccc1)(Cc1ccccc1)c1ccccc1,6,-3.1,2.7,1,14,-2,/,-6,/,-9,/
COC(=O)c1c(C(=O)OC)c(-c2ccc(OC)cc2)n2c1CS(=O)C2 (stereo not drawn),4,-1.6,2.1,14,8,8,-1.5,-5,0.1,1,-16
Cc1nc2ccccc2c(=O)n1/N=C/c1ccc(O)cc1,-1,-1.5,0.5,12,8,10,-0.4,-36,1.4,-9,0
O=C(CSc1ccc([N+](=O)[O-])cc1)NNC(=O)c1ccccc1F,-2,-1.8,2.6,-2,10,-7,0.6,-21,1.3,-1,8
O=C(O)c1ccc(-c2ccccc2)[nH]1,-7,-3.0,3.9,/,15,-2,-1.6,-5,-1.9,7,23
O=C(Nc1cccc(-c2cccc(F)c2)c1)C1CCN(CC2CCOC2)CC1 (stereo not drawn),8,-0.7,2.8,2,4,-4,-1.7,-13,-3.2,-13,270*
Clc1ncnc2scc(-c3ccc(Br)cc3)c12,4,3.7,1.6,9,-27,2,-0.2,-7,-1.3,6,-3
CC(=O)Oc1ccc2c(=O)c(/C=N/c3cc(=O)[nH]c(=S)[nH]3)coc2c1,-5,-3.2,-0.4,-33,16,4,2.4,-15,-0.7,-6,11
CC(=O)c1c(-c2ccc(Cl)cc2)c2ccccc2[nH]c1=O,-2,-3.8,4.6,-8,18,-10,-0.4,-5,-2.4,-4,-7
COc1ccc(CNC(=O)c2cc(COc3c(F)cccc3F)on2)cc1OC,-3,-0.8,3.4,4,4,4,-2.2,6,2.2,1,6
CCOC(=O)c1[nH]c(CSc2nnc(-c3ccncc3)n2CCOC)c(C(=O)OCC)c1C,-4,-1.8,1.6,0,10,-13,-2.3,2,-2.5,-8,17
COc1ccc(N2CC(C(=O)N[C@@H](C)C(=O)NC(C)c3ccccc3)CC2=O)cc1 (stereo partly drawn),20,-2.5,-1.9,-27,12,7,0.4,-3,-1.2,-4,-13
CCCCC(=O)N(CCC)CCC,-7,-3.2,-0.2,-6,16,-12,/,2,/,-7,9
CN(C)c1ccc(/C=C2\CCCc3c2nc2ccccc2c3C(=O)O)cc1,2,1.6,-0.1,10,-13,12,0.9,-5,1.0,-11,-23
O=C(Nc1ccccc1OC(F)F)C1CC(=O)N(Cc2ccccc2)C1 (stereo not drawn),-2,0.8,0.6,-6,-5,-4,0.7,-8,0.7,3,-5
Nc1cc2[nH]c(=O)c3ccccc3c2cc1[N+](=O)[O-],6,-0.4,1.6,6,2,-6,/,11,/,0,/
CC(=O)c1ccc(S(=O)(=O)N2CCN(c3nc(-c4cccnc4)nc4ccccc34)CC2)cc1,6,-3.2,1.5,0,13,-16,-2.5,4,0.8,0,1
CCn1nnc2cc(C(=O)NCCc3ccccc3F)ccc21,1,1.2,-0.4,6,-9,-1,3.2,-6,3.6,-1,16
N/C(Cn1cncn1)=N\NC(=O)C(=O)Nc1ccccc1,-8,-1.8,4.7,16,9,-2,-1.5,5,0.8,-3,9
CCOC(=O)CCCCCCCCC(=O)Nc1ccc(-n2[nH]c(=O)cc2C)cc1,4,-3.0,2.2,6,13,1,/,-5,/,-12,/
CCS(=O)c1scc(-c2ccc(Cl)cc2)c1C#N (stereo not drawn),7,-0.9,3.0,12,5,-1,0.3,15,2.8,0,21
C=CCN(c1ccccc1OC)S(=O)(=O)c1cccc(C(=O)NCC(c2ccc(OC)cc2)N2CCCC2)c1 (stereo not drawn),8,-2.1,3.8,17,8,-15,/,-7,/,-4,/
COc1ccc2c(c1)C(=O)/C(=C/C=C/c1ccccc1)CC2,-6,1.7,1.6,/,-10,0,-1.0,6,-1.1,5,-4
O=C(NCc1ccccc1F)C1CCCN(S(=O)(=O)c2ccc(-n3cnnn3)cc2)C1 (stereo not drawn),12,2.8,0.3,5,-19,-7,1.3,-7,3.6,-7,-12
O=C1C2C3C=CC(C2C(=O)N1c1ccccc1O)C1C2C(=O)N(c4ccccc4O)C(=O)C2C31 (stereo not drawn),-2,0.2,2.9,2,-1,-6,-1.5,-19,2.7,-6,-4
CN1C(=O)C2C=CC1C1C(=O)N(c3ccccc3)C(=O)C21 (stereo not drawn),3,-0.6,3.0,-25,3,-2,-0.1,1,0.9,-8,4
N#Cc1cnc2sc3ccccc3n2c1=N,-3,-2.4,1.6,9,12,-3,0.1,-8,4.9,-14,-9
COc1ccc(-n2c(=O)[nH]c3cc(C(=O)NCCc4ccc(OC)c(OC)c4)ccc3c2=O)c(OC)c1,-8,-0.8,2.1,-5,4,3,/,-21,/,11,-9
Cc1cc(C)cc(NC(=O)CSc2nnc(CNC(=O)c3ccco3)o2)c1,-3,-3.2,0.6,-16,17,-2,-0.6,12,5.4,-8,6
Cc1cc(C(C)(C)C)cc(C)c1Cn1c2[n+](c3ccc(C(F)(F)F)cc31)CCCCC2,31,-0.4,2.4,/,2,-16,3.1,-28,2.5,4,14
COCCn1c(SCC(=O)Nc2cccc(F)c2)nc2c([nH]c3ccccc32)c1=O,7,-1.9,1.7,-11,10,-7,1.9,4,0.8,4,15

# Full records, looked up by structure. Screens in order: Tat transport	MOR-DOR ag	phage Ecoli inh	PfHsp90 set2	MOR-DOR inv ag	PKA-R1A act	E coli growth	HTR5A inv ag	AddAB inh	PKA-R2B activ	Mot1-301 SUMO
# `CC(=O)Oc1ccc2c(=O)c(/C=N/c3cc(=O)[nH]c(=S)[nH]3)coc2c1` reads -5	-3.2	-0.4	-33	16	4	2.4	-15	-0.7	-6	11
# `Cc1cccc(NC(=O)C(CCC(N)=O)NC(=O)OCc2ccccc2)c1` (stereo not drawn) reads 6	-1.7	0.7	-21	11	4	1.9	-16	2.5	3	14
# `Cc1cc(C(C)(C)C)cc(C)c1Cn1c2[n+](c3ccc(C(F)(F)F)cc31)CCCCC2` reads 31	-0.4	2.4	/	2	-16	3.1	-28	2.5	4	14
# `CCCCC(=O)N(CCC)CCC` reads -7	-3.2	-0.2	-6	16	-12	/	2	/	-7	9
# `Cn1c(SCC(=O)Nc2cccc(F)c2)nnc1-c1cc2ccccc2o1` reads 10	-3.0	1.4	20	13	0	-1.4	-10	2.6	9	-2

# (cont.)
SMILES,Tat transport,MOR-DOR ag,phage Ecoli inh,PfHsp90 set2,MOR-DOR inv ag,PKA-R1A act,E coli growth,HTR5A inv ag,AddAB inh,PKA-R2B activ,Mot1-301 SUMO
COC(=O)C(N)Cc1ccc(O)cc1 (stereo not drawn),-2,-1.1,-0.9,-5,6,1,-0.6,2,0.6,2,19
COc1ccc(C(CNC(=O)c2ccc(S(=O)(=O)N(C)C)cc2)N2CCCC2)cc1 (stereo not drawn),-1,-3.2,3.5,/,15,5,1.2,3,3.0,7,205
Clc1ccc(CNc2ccccn2)cc1,-5,0.3,2.9,-5,-2,-7,1.8,-13,2.4,-13,-8
Cc1ccc(-n2nc(-c3ccco3)cc2C(=O)NCc2cccnc2)cc1,1,-2.0,2.5,11,11,0,0.6,-4,2.8,6,3
O=C(CSc1nnc(CNC(=O)c2c(F)cccc2F)o1)NCc1ccccc1,4,-0.9,0.7,-15,5,1,-0.4,-9,0.2,-1,88
CCC(C)(C)n1nnnc1C(c1ccc(OC)c(OC)c1)N1CCN(c2cccc(OC)c2)CC1 (stereo not drawn),1,0.2,2.1,-73,-1,-15,-0.1,-9,4.9,5,+
CCOC(=O)c1ccccc1NC(=O)Cn1c(=O)n(Cc2ccccc2)c(=O)c2c(C)c(C)sc21,4,-1.0,2.9,6,6,-9,-0.9,9,-0.1,11,2
CCCC(=O)Nc1nnc(Cc2ccccc2)s1,0,-1.6,1.1,6,8,-2,-1.6,16,0.2,3,-19
O=C(c1ccccc1)c1n[nH]c(-c2ccccc2)cc1=O,-9,0.1,5.2,-4,-1,-8,-2.3,-1,1.1,5,3

# Grouped by structure: the compounds so far with a COOH group.
SMILES,Tat transport,MOR-DOR ag,phage Ecoli inh,PfHsp90 set2,MOR-DOR inv ag,PKA-R1A act,E coli growth,HTR5A inv ag,AddAB inh,PKA-R2B activ,Mot1-301 SUMO
O=C(O)c1ccc(-c2ccccc2)[nH]1,-7,-3.0,3.9,/,15,-2,-1.6,-5,-1.9,7,23
CN(C)c1ccc(/C=C2\CCCc3c2nc2ccccc2c3C(=O)O)cc1,2,1.6,-0.1,10,-13,12,0.9,-5,1.0,-11,-23
